Assay outcomes (PubChem BioAssay)
TRPC6 inhibitor = inhibitors of mouse TRPC6 channel; AID 2553; Q61143; B-score at 10 µM; 310,000 compounds, 1.1% hits; HEK293-TRPC6, membrane potential dye, ACh-evoked depolarization; hits give low values;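 active = B-score under library mean minus 3 SD, initial fluorescence not abnormally high, positive integrated signal ratio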;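 also: B-score derived from integrated fluorescence ratio over the kinetic read; more negative B-score means stronger inhibition of depolarization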
Target sequence (Q61143 whole entry, looked up): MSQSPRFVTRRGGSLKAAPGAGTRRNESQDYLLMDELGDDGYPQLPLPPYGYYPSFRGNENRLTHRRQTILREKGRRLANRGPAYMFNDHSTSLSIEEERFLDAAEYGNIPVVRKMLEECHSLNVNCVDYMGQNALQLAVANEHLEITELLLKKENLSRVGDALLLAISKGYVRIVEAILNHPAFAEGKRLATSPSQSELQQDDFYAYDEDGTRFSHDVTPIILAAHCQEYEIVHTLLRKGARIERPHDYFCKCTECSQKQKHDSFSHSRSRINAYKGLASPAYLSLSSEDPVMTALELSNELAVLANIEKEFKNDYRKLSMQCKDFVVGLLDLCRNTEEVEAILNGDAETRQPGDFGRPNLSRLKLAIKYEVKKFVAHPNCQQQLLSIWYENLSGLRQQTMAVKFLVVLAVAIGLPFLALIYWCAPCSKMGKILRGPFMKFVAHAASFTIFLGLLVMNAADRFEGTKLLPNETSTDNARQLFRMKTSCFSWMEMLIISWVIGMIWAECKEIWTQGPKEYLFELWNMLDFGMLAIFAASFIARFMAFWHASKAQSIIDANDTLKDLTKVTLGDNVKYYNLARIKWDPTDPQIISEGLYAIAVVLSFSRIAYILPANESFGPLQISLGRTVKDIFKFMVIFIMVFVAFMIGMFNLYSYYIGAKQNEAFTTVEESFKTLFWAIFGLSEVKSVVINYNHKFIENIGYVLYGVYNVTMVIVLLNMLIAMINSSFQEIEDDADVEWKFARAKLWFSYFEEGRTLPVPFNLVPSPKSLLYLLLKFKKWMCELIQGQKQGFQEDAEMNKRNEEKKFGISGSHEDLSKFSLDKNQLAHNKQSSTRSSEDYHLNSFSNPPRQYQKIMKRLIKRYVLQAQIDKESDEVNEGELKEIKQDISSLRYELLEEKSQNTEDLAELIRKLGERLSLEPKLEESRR
RGS4 act = potentiators or activators of RGS4; 310,000 compounds, 0.92% hits; B-score at 10 µM; AID 463111; HEK293 M3R/inducible RGS4, carbachol calcium flux Fluo4; hits give low values;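 active = B-score of the integrated calcium signal more than 4 SD below the library mean, with starting fluorescence not abnormally high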;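 also: negative B-score means reduced calcium response which marks RGS4 activation or potentiation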
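test system = HEK293 cells with stable M3R and inducible RGS4 | schedule = recording 10 s baseline at 1 Hz, 100 s post-agonist | technique = Fluo4-AM (2 µM) calcium-flux fluorescence, kinetic read | measure = Agonist-evoked peak-minus-minimum fluorescence over baseline, integrated ratio, B score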
TRPC6 act = mouse TRPC6 channel activation. Q61143. B-score at 10 µM. HEK293-TRPC6 membrane potential dye fluorescence; hits give high values. AID 2550. 310,000 compounds, 0.13% hits;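 active = B-score of the integrated fluorescence ratio above library mean plus 3 SD, and starting fluorescence ratio within library mean plus 5 SD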;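 also: higher score means more depolarization so channel activation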
RGS4 block = inhibitors of human RGS4; P49798; HEK293 M3R/RGS4 inducible, Fluo-4 calcium flux; hits give high values; triggered by carbachol at its EC20; B-score at 10 µM; 310,000 compounds, 0.45% hits; AID 463165;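 active = B-score, a plate-corrected calcium signal, over three deviations above library mean, with baseline fluorescence within five deviations of library mean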;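 also: RGS4 expression induced by doxycycline in cells with stable M3 receptor; B-score is computed from the integrated fluorescence ratio over baseline after carbachol; higher B-score means a larger calcium signal and so more RGS4 inhibition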
Target sequence (P49798 whole entry, looked up): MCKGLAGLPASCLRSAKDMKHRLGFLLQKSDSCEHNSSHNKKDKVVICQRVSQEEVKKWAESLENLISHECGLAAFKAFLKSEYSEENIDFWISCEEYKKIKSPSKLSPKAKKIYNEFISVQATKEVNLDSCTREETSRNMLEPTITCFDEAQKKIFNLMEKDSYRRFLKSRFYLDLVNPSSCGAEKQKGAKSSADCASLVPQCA
HDAC3 inh = human HDAC3 inhibition. 320,000 compounds, 0.15% hits. inhibition, % at 8.3 µM. recombinant HDAC3, fluorogenic peptide/trypsin coupled, fluorescence. O15379; in the data active = inhibition above about 26%, passing the limit was not always enough; inconclusive = no clear call, values can overlap the other calls
TMEM16A inh = mouse TMEM16A channel inhibition, primary screen; 310,000 compounds, 1.2% hits; normalized B-score (activity score, 25-100; higher = stronger inhibition) at 10 µM; HEK293 TMEM16A/YFP iodide influx fluorescence, ionomycin;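 active = ratio plate-corrected score three or more library SD toward inhibition, starting fluorescence score within five deviations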;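 also: score derived from kinetic fluorescence span divided by baseline fluorescence per well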
MrgX1 ag = human MrgX1 receptor agonism, primary screen; B-score at 10 µM; 310,000 compounds, 0.44% hits; MrgX1-HEK293 cells, Fluo-4 calcium fluorescence, agonist mode; hits give high values; AID 588627;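 active = calcium response B-score plate-corrected fluorescence ratio at least 3 library SD, with starting fluorescence B-score inside 5 SD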
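Assay system: stable human MrgX1 HEK293 cell line. Quantity: 15,000 cells per well. Schedule: cells plated overnight, dye loaded 0.5 h 37 °C, 0.5 h room temperature. Detection: Fluo-4 NW calcium-flux fluorescence, kinetic read. Read-out basis: peak-minus-minimum fluorescence over baseline, converted to B scores. Control set: positive and negative control wells on each plate.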
ANO1 activ = mouse TMEM16A channel activation, primary screen; 340,000 compounds, 0.3% hits; HEK293 TMEM16A/YFP-H148Q/I152L, iodide quench fluorescence; hits give low values; B-score at 10 µM; AID 623877; Q8BHY3;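 active = fluorescence-ratio B-score plate-corrected deviation score at least 3 library SD below zero, with starting fluorescence score within 5 deviations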;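 also: channel opened by trigger with iodide after compound preincubation; score built on the fluorescence ratio of max minus min over baseline; more negative score means more quench and so TMEM16A activation or potentiation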
MrgX1 antagonist = antagonists of human MrgX1 receptor; Q96LB2; MRGX1-HEK293 calcium flux, Fluo-4, BAM8-22 antagonism; hits give low values; B-score at 10 µM; 310,000 compounds, 1.3% hits; AID 588676;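 active = calcium-response B-score plate-corrected more than 3 library SD below zero, starting fluorescence within 5 deviations, no agonist response on first addition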;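 also: peak minus trough fluorescence over baseline after final BAM8-22 challenge near maximal dose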
MrgX1 PAM = allosterically activates human MrgX1 receptor signaling. Q96LB2. MrgX1-HEK293, Fluo-4 calcium flux, FDSS; hits give high values. B-score at 10 µM. 310,000 compounds, 0.63% hits. AID 588675;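 active = plate-corrected calcium response at least 3 library SD above typical, normal starting fluorescence, not activating the receptor alone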;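 also: compound read alongside a low EC10 to EC30 dose of BAM8-22 agonist; peak minus trough fluorescence over baseline measured at the second addition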
SKKanGAS inh = blocks kanamycin growth of S. pyogenes SKKanGAS strain | BacTiter-Glo, 6 h | inhibition, % at 7.5 µM | 300,000 compounds, 1.3% hits;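 active = mean replicate score, as percent of positive control median, at least 50; inconclusive = mean below 50 but one replicate at or above 50; inactive = mean and every replicate below 50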;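 also: strain carries kanamycin resistance gene driven by streptokinase promoter and grows in 40 µg/ml kanamycin; loss of luminescence reflects streptokinase promoter inhibition or plain growth inhibition; 0% = median of DMSO wells and 100% = positive control at its reference dose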
The depositor's hits bear a star; i = inactive; ? = inconclusive; / = not tested or not shown.

mol | TRPC6 inhibitor | RGS4 act | TRPC6 act | RGS4 block | HDAC3 inh | TMEM16A inh | MrgX1 ag | ANO1 activ | MrgX1 antagonist | MrgX1 PAM | SKKanGAS inh
COc1ccc(CNc2ncnc3cc(Cl)ccc23)cc1 | i | i | i | i | 3 | i | i | i | i | i | 2
C/C(Cn1cnc([N+](=O)[O-])n1)=N/NC(=O)COc1ccccc1Cl | i | i | i | i | 5 | i | i | i | i | i | -1
COC(C[C@H](O)[C@H](C)[C@H](O)COCc1ccccc1)OC | i | i | i | i | / | / | / | i | / | / | 7
CC(=O)Nc1ccc(OCCOc2ccc(/C=C3/C(=N)N4C=CSC4=NC3=O)cc2)cc1 | i | i | i | i | 1 | i | 30* | i | i | i | -8
CSC1=C(C#N)C(c2ccccc2C)C(C#N)=C(N)N1 (stereo not drawn) | i | i | i | i | 8 | i | i | i | i | i | /
CC(=O)Nc1ccc(-c2csc(Nc3ccc(Cl)cn3)n2)cc1 | i | i | i | i | 6 | i | i | i | i | 7.2* | -12
CCc1nc2cc(C)nn2c2nc3ccccc3n12 | i | i | i | i | -1 | i | i | i | i | i | -3
S=C(NCc1ccco1)Nc1ccc(Cl)c(Cl)c1 | i | i | i | i | 4 | 25* | i | i | i | i | 12
O=C(CSc1nnc(-c2ccncc2)o1)NCc1ccccc1Cl | i | i | i | i | 0 | i | i | i | i | i | -2
CCc1cccc(CC)c1NC(=O)c1ccc(-n2cncn2)nc1 | i | i | i | i | -3 | i | i | i | i | i | -2
CCOC(=O)Cc1csc(NC(=O)CCNS(=O)(=O)c2ccc3c(c2)CCC(=O)N3)n1 | i | i | i | i | -7 | i | i | i | i | i | 4
CCNc1nc(SC(C(C)=O)C(C)=O)nc(N(C)C)n1 | i | i | i | i | -3 | i | i | i | i | i | -2
COc1ccc(Nc2ncnc3c2cnn3-c2cccc(C)c2)cc1OC | i | i | i | i | / | / | / | i | / | / | -3
CCCCn1c(N)c(N(CC(C)C)C(=O)c2ccc(OCc3c(C)noc3C)cc2)c(=O)[nH]c1=O | i | i | i | i | 7 | i | i | i | i | i | -6
O=C1c2ccccc2C(Nc2cccnc2)N1Cc1ccccc1 (stereo not drawn) | i | i | i | i | -1 | i | i | i | i | i | -4
CC1CC(=O)Nc2ccccc2N1S(=O)(=O)c1cccs1 (stereo not drawn) | i | i | i | i | 3 | i | i | i | i | i | -1
COc1ccc(N2Cc3cccc(C(=O)NC(C)CCc4ccco4)c3C2=O)cc1 (stereo not drawn) | i | i | i | i | -2 | i | i | i | i | i | 0
C=CCSC1=NN2CCS(=O)(=O)N=C2S1 | i | i | i | i | -2 | i | i | i | i | i | -4
c1ccc(-c2cnn3nnnc3n2)cc1 | i | i | i | i | 1 | i | i | i | i | i | 1
CCOC(=O)NN1C(=O)c2ccccc2NC1c1ccc(OC)cc1OC (stereo not drawn) | i | i | i | i | -18 | i | i | i | i | i | -4
Nc1nnc(SCC(=O)Nc2nccs2)s1 | i | i | i | i | -2 | i | i | i | i | i | 5
CCN(CC)S(=O)(=O)c1ccc(C(=O)NCc2ccc3c(c2)OCO3)cc1 | i | i | i | i | 1 | i | i | i | i | i | -4
Cc1nnc(NC(=O)CSc2nnc3c(n2)[nH]c2ccc(Br)cc23)s1 | i | i | i | i | -2 | i | i | i | i | i | 11
CC(NC(=O)[C@H](C)NC(=O)[C@@H]1CSC2c3ccccc3C(=O)N21)c1ccccc1 (stereo partly drawn) | i | i | i | i | -3 | i | i | i | i | i | -2
Cc1cccc(N(CC(=O)NCC2CCCO2)C(=O)CCC(=O)Nc2cc(C)on2)c1 (stereo not drawn) | i | i | i | i | 3 | i | i | i | i | i | -1
CCc1ncc(CN2CCCCC2C(=O)Nc2ccc(Oc3ccccc3)nc2)cn1 (stereo not drawn) | i | i | i | i | -2 | i | i | i | i | i | -2
CC1=C(C(=O)N2CCOCC2)C(c2ccsc2)C2=C(CCCC2=O)N1 (stereo not drawn) | i | i | i | i | -2 | i | i | i | i | i | -9
COc1ccc(C2CC(c3ccccc3)=NN2c2ccc(N)cc2)cc1 (stereo not drawn) | i | i | i | i | 3 | i | i | i | i | i | -6
COc1cccc(OCC(O)CN2CCC(C)CC2)c1 (stereo not drawn) | i | i | i | i | -4 | i | i | i | i | i | -5
Cc1ccc(SCc2ccc(C(=O)NCc3cccnc3)cc2)cc1 | i | i | i | i | -4 | i | i | i | i | i | 3
O=C(CSc1nc(=O)n2ccccc2n1)NC1CCCCC1 | i | i | i | i | -2 | i | i | i | i | i | -7
COCCN(Cc1cc2cccc(C)c2[nH]c1=O)C(=O)c1ccccc1 | i | i | i | i | -13 | i | i | i | i | i | 3
Cc1cccc(N2CCN(C(=O)Cn3cccc3)CC2)c1C | i | i | i | i | 2 | i | i | i | i | i | -1
Cc1nc2ccccc2n1CC(=O)N/N=C\c1ccccn1 | i | i | i | i | ? | i | i | i | i | i | -2
NS(=O)(=O)c1ccc(CNC(=O)CNC(=O)c2ccc(F)cc2)cc1 | i | i | i | i | 0 | i | i | i | i | i | -4
COc1cc2c(cc1OC)C1Cc3ccc(OC)c(OC)c3CN1CC2 (stereo not drawn) | i | i | i | i | -1 | i | i | i | i | i | -4
CCOC(=O)C1CCN(C(=O)c2ccc3c(c2)NC(=O)/C(=C\c2ccc(C)cc2)S3)CC1 | i | i | i | i | -4 | i | i | i | i | i | 69*
COc1ccc(-c2nnc3sc(C(C)N4C(=O)c5ccccc5C4=O)nn23)cc1 (stereo not drawn) | i | i | i | i | 7 | i | i | i | i | i | 2
CCOC(=O)C1=C(N)N2C(=O)C(C)SC2=C(C(=O)OCC)C1c1cc(OC)c(OC)c(OC)c1 (stereo not drawn) | i | i | i | i | -3 | i | i | i | i | i | -5
CC#CCN1c2ccccc2[C@]23C[C@@H](C(=O)OC)N(C(=O)c4cc(C)oc4C)C2=NC(C(=O)OC)=C(C(=O)OC)[C@H]13 | i | i | i | i | 8 | i | i | i | i | i | 2
Cc1c(N2C(=O)/C(=C\C3CC=CCC3)SC2=S)c(=O)n(-c2ccccc2)n1C (stereo not drawn) | i | i | i | i | / | i | i | i | i | i | -4
COC(=O)CSc1cc(C(=O)c2nccn2C)c2ccccc2n1 | i | i | i | i | ? | i | i | i | i | i | 0
CCN(CC)CCNC(=O)NC1CCCCC1 | i | i | i | i | 9 | i | i | i | i | i | -7
COc1ccc(C(=O)N(Cc2ccco2)C(C(=O)NC2CCCC2)c2ccc(O)cc2)cc1OC (stereo not drawn) | i | i | i | i | 3 | i | i | i | i | i | /
CCOc1nc2ccccc2nc1C | i | i | i | i | 2 | i | i | i | i | i | 1
Cc1nn(-c2ccccc2)c(C)c1/C=N/NC(=O)c1cc(-c2ccc(Br)s2)[nH]n1 | i | i | i | i | -1 | i | i | i | i | i | 51*
CCCn1nc(C(=O)NNC(=O)CCCOc2ccc(C)cc2)c2ccccc2c1=O | i | i | i | i | 0 | i | i | i | i | i | 0
CC(C)c1ccc(/C=C/C(=O)CCC(=O)O)cc1 | i | i | i | i | 12 | i | i | i | i | i | -7
CCOC(=O)C1CCN(C(=O)COC(=O)COc2ccccc2OC)CC1 | i | i | i | i | -14 | i | i | i | i | i | -1
O=C1OC(c2ccccc2)c2ccc3ccccc3c21 (stereo not drawn) | i | i | i | i | -4 | i | i | i | i | i | -2
CCCCc1cc(-c2n[nH]c(=S)o2)c2ccccc2n1 | i | i | i | i | 0 | i | i | i | i | i | 34
CCN(CC)c1ccc(/C=C(/C#N)c2nc3ccc(C)cc3[nH]2)c(OC(C)C)c1 | i | i | i | i | 2 | i | 40* | i | i | i | 15
Cc1ccc(NC(=O)C2CCN(S(=O)(=O)c3cccs3)CC2)c(O)c1 | i | i | i | i | 2 | i | i | i | i | i | 2
CC[n+]1ccc(C[n+]2ccccc2)c2ccccc21 | / | / | / | / | ? | i | i | i | i | i | /
O=C1CC(N2CCC(O)(c3ccc(Cl)cc3)CC2)C(=O)N1Cc1ccc(N2CCCC2=O)cc1 (stereo not drawn) | i | i | i | i | -3 | i | i | / | i | i | 5
CC(C)(C)c1csc(N/N=C/c2cccnc2)n1 | i | i | i | i | 5 | i | i | i | i | i | 2
Cc1c(C(=O)NC(C)C)c(-c2ccccc2)nn1-c1ccccc1 | i | i | i | i | / | i | i | i | i | i | -10
O=C(Nc1ccc2ccccc2c1)NC1CCS(=O)(=O)C1 (stereo not drawn) | i | i | i | i | 8 | i | i | i | i | i | -9
CCc1noc(C)c1C(=O)Nc1cccc(S(=O)(=O)N2CCCCCC2)c1 | i | i | i | i | -1 | i | i | i | i | i | 0
CCOC(=O)c1c(-c2cccc3ccccc23)csc1NC(=O)C1C2CCC(O2)C1C(=O)O (stereo not drawn) | i | i | i | i | 2 | i | i | i | i | i | 27

Following part
mol | TRPC6 inhibitor | RGS4 act | TRPC6 act | RGS4 block | HDAC3 inh | TMEM16A inh | MrgX1 ag | ANO1 activ | MrgX1 antagonist | MrgX1 PAM | SKKanGAS inh
O=C(NNC(=S)NC(=O)c1cccs1)c1ccc(NC(=O)c2ccccc2)cc1 | i | i | i | i | / | i | i | i | i | i | 92*
Cc1cccc(OCc2nn[nH]n2)c1C | i | i | i | i | -3 | i | i | i | i | i | -2
CC(C)c1ccc(S(=O)(=O)N2CCN(C(=O)c3cc([N+](=O)[O-])ccc3N3CCOCC3)CC2)cc1 | i | i | i | i | -9 | i | i | i | i | i | 0
COc1ccc2c(C)cc3nnnn3c2c1 | i | i | i | i | 10 | i | i | i | i | i | 2
COCCNC(=O)c1ccc2c(c1)ncn2-c1ccc(F)c(F)c1 | i | i | i | i | -2 | i | i | i | i | i | 0
Cc1[nH]n(-c2ccccc2)c(=O)c1C=Nc1ccc2[nH]c(=O)[nH]c2c1 | i | i | i | i | 1 | i | i | i | i | i | 8
CCOc1ccc(NC(=O)CSc2nc(C)cc(C)n2)cc1 | i | i | i | i | -1 | i | i | i | i | i | -1
COc1ccc(OC)c(NC(=O)CSc2nnc(Cn3nnc4ccccc43)n2C)c1 | i | i | i | i | 6 | i | i | i | i | i | -6
CC#CC[N+](C)(CC#CC)CC(=O)c1ccccc1 | i | i | i | i | -6 | i | i | i | i | i | -7

No enrichment for hits. Share with any hit: about 6.7%.
